H9c2 TAG inh: inhibitors of triacylglycerol accumulation, primary screen, cell-based, uHTS, fluorescence, H9c2. H9c2 cells, Nile Red lipid (TAG) fluorescence; cells loaded with 200 µM oleic acid. inhibition, % at 12.5 µM. 230,000 compounds, 0.66% hits. AID 651582, 2012;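 active means pattern-corrected inhibition of lipid staining of at least 50% with the nuclear-stain viability signal not falling by more than 50%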;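 further: 0% = DMSO wells and 100% = triacsin C control wells; some results filed as inactive read as strong as hits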
H9c2 TAG inh DAPI viability: second read-out of H9c2 TAG inh, no call of its own (marks repeat the call); DAPI nuclei signal change (viability), lower = more cytotoxic, %;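 whole-well DAPI fluorescence read on a plate reader as a viability signal; minus 50 percent equals half of cells still viable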
Active calls of the source: *.

Order of values: H9c2 TAG inh, H9c2 TAG inh DAPI viability
- CC(=O)Oc1cccc2c1C(=O)c1c(OC(C)=O)cc(C(=O)O)cc1C2=O
  -6, -5
- CC(C)[C@H](NC(=O)CCn1nnc2ccccc2c1=O)C(=O)O
  -6, -8
- COc1ccc(-c2noc(CN(C(=O)C(C)(C)C)C(C)C)n2)cc1
  17, -5
- CC1C(=O)C(C)C(c2ccc(Cl)cc2)NC1c1ccc(Cl)cc1 (stereo not given)
  -4, 10
- Cc1ccsc1C1C=C(c2cccc(Br)c2)Nc2ncnn21 (stereo not given)
  -1, 10
- CCN(CC)C(=O)[C@H]1C[C@H](CC(=O)NCc2ccco2)C(=O)N2CCc3c([nH]c4cc(CCC(=O)N(C)C)ccc34)[C@]12C
  -11, -5
- COc1ccccc1NS(=O)(=O)c1ccc(C)c(C(=O)NCC2(N(C)C)CCCCC2)c1
  9, -8
- Cc1cc(C(=O)Cn2nc(C(=O)O)c3ccccc3c2=O)c(C)n1CC(F)(F)F
  -10, -6
- COc1cc(NC(=O)c2c(-c3ccccc3Cl)noc2C)c2ncccc2c1
  -11, 4
- Cc1cc(C)c(C#N)c(Oc2ccc(O)cc2)n1
  -1, -4
- COc1cc2nc(C3CCC3)n(NC(=O)C3CCC3)c(=O)c2cc1OC
  2, 1
- CCCCn1c(N)c(N(Cc2ccccc2OC)C(=O)COc2ccc(C)cc2)c(=O)[nH]c1=O
  -4, -3
- Cc1ccc(Cn2cnc3c(cnn3C(C)(C)C)c2=O)cc1
  -41, 0
- O=C(CN1c2cccc3cccc(c23)S1(=O)=O)NCCc1ccc(F)cc1
  -14, -3
- OC(c1ccc(CN2CCCCC2)cc1)c1ncc(-c2ccccc2F)[nH]1 (stereo not given)
  4, 5
- Cc1ccc(OCC(=O)N/N=C/C=C/c2ccco2)c(Br)c1
  9, -6
- O=C(N/N=C/c1cc2ccccc2nc1Cl)/C(=C/c1cccs1)NC(=O)c1ccccc1
  17, 2
- CC(C)c1ccc(NC(=O)C2(C)Cc3c(-c4cccc(C(F)(F)F)c4)ccnc3O2)cc1 (stereo not given)
  -10, 1
- COc1ccc2oc(C(=O)NCC(c3ccco3)N(C)C)c(C)c2c1 (stereo not given)
  -12, 10
- CC(C)(C)C(=O)Nc1nnc(CC(=O)NCc2ccccc2)s1
  20, -4
- CCCCCCOC(=O)CCn1[nH]c(=O)c2ccccc2c1=O
  -9, -18
- Cc1cc(C)n2nc(C(=O)Nc3ccn(Cc4ccccc4C)n3)cc2n1
  -1, -9
- CC(Sc1nnc(COc2ccc([N+](=O)[O-])cc2)n1-c1ccccc1)C(=O)O (stereo not given)
  3, 7
- Cn1c(CCC(N)=O)nnc1SCC(=O)Nc1cc(S(=O)(=O)N2CCCC2)ccc1Cl
  10, -5
- C[C@H]1Cn2cnc(C(=O)Nc3ccccc3)c2C(=O)N1
  16, -1
- COc1ccc(S(=O)(=O)NCCc2ccncc2)cc1
  -10, 0
- CC(=O)Nc1ccc(S(=O)(=O)Nc2nc(C)cc(-n3nc(C)cc3C)n2)cc1
  11, -7
- CCOc1cc(S(=O)(=O)N2CCN(Cc3ccccc3)CC2)ccc1Br
  3, 8
- CN1CCN(C(=O)c2cc(Cl)ccc2NC(=O)c2ccc(Cl)cc2Cl)CC1
  6, 1
- O=C(NC(Cc1ccccc1)C(=O)NC(Cc1ccccc1)C(=O)O)c1ccccc1 (stereo not given)
  -7, 4

For convenience, some entries already given:
Order of values: H9c2 TAG inh, H9c2 TAG inh DAPI viability
- CC(=O)Oc1cccc2c1C(=O)c1c(OC(C)=O)cc(C(=O)O)cc1C2=O
  -6, -5
- CC(C)[C@H](NC(=O)CCn1nnc2ccccc2c1=O)C(=O)O
  -6, -8
- COc1ccc(-c2noc(CN(C(=O)C(C)(C)C)C(C)C)n2)cc1
  17, -5
- CC1C(=O)C(C)C(c2ccc(Cl)cc2)NC1c1ccc(Cl)cc1 (stereo not given)
  -4, 10
- Cc1ccsc1C1C=C(c2cccc(Br)c2)Nc2ncnn21 (stereo not given)
  -1, 10
- CCN(CC)C(=O)[C@H]1C[C@H](CC(=O)NCc2ccco2)C(=O)N2CCc3c([nH]c4cc(CCC(=O)N(C)C)ccc34)[C@]12C
  -11, -5

(listing goes on)
Order of values: H9c2 TAG inh, H9c2 TAG inh DAPI viability
- CN1CCN(S(=O)(=O)c2cccc(S(=O)(=O)c3ccc(Cl)c(Cl)c3)c2)CC1
  3, -2
- O[C@@H]([C@H](O)[C@H](O)CBr)[C@H](O)CBr
  6, -1
- COc1ccccc1C1(CC(=O)N2CCCCC2)CCOC(C(C)C)C1 (stereo not given)
  2, -28
- CN(C(=O)c1cc(S(=O)(=O)N2CCOCC2)cs1)c1ccccc1
  6, 4
- CCOc1ccc(N2C(=O)Nc3ccccc3C2(O)C(=O)NCc2ccccc2)cc1 (stereo not given)
  15, -13
- CC1(C)C(c2ccccc2)=NC(c2ccc(Br)cc2)N1O (stereo not given)
  2, -10
- CCOC(=O)Cc1csc(NC(=O)CSc2nc3cccnc3n2CC)n1
  9, -2
- CC1(C(=O)NS(C)(=O)=O)CCN1C(=O)C/C=C/c1ccccc1 (stereo not given)
  5, 4
- COc1cc(C(=O)N/N=C(\C)Cc2ccccc2)cc(OC)c1OC
  14, -1
- COc1ccc(-c2cnc3c(c2)C(=O)N([C@H](C)CO)C[C@H](C)[C@H](CN(C)C(=O)Cc2cccnc2)O3)cc1
  3, 6
- O=C(CSc1nnc(Cn2cnc3ccccc32)o1)c1ccccc1
  -5, -3
- C[C@@H]1CN(C(=O)c2ccc(OC3CCN(S(=O)(=O)N(C)C)CC3)cc2)C[C@H](C)O1
  18, -4
- O=c1c(-c2ccnn2-c2ccccc2F)cnc2n1CCS2
  -6, 13
- Cc1cccc(NC(=O)c2sc3nc4c(c(-c5ccco5)c3c2N)CCC4)c1
  12, 11
- COc1ccc([N+](=O)[O-])cc1NC(=O)CS(=O)(=O)c1ccc(C)cc1
  0, 6
- Cc1ccc(CCNC(=O)C2CC(c3ccccc3C(F)(F)F)=NO2)cc1 (stereo not given)
  -19, 6
- CCCC[C@@H]1CCCO[C@@](C(=O)NCc2ccc(C)o2)(C(F)(F)F)C1
  -36, 7
- O=C(/C=C/c1cccs1)Nc1ccc(S(=O)(=O)Nc2ncccn2)cc1
  4, -1
- CCOC(=O)C[C@H]1c2ccc(C(F)(F)F)cc2S(=O)(=O)N1Cc1ccccc1
  -9, -11
- CCOc1ccc(S(=O)(=O)NCCC(=O)NCCOc2ccccc2)cc1
  -13, 3
- Cc1csc(NC(=O)CSCC(=O)Nc2ccccc2)n1
  9, -16
- CCNC(=O)CC1C(=O)N(c2ccc(OC)cc2)C(=S)N1CCc1ccncc1 (stereo not given)
  -13, 7
- Cc1cc(C)cc(NS(=O)(=O)c2ccc(NC(=O)c3ccccc3C(=O)O)cc2)c1
  9, -3
- COc1ccc2nc(C(F)(F)C(F)(F)F)c(C#N)c(N)c2c1
  1, -5
- CNC(=O)COC(=O)CNC(=O)c1cc(Cl)cc([N+](=O)[O-])c1
  9, -3
- Cc1cccc(CNC(=O)C2CCC(=O)N(CCCc3ccccc3)C2)c1 (stereo not given)
  -14, 0
- O=[N+]([O-])c1cccc(S(=O)(=O)/N=C(/Nc2ccccc2)c2ccccc2)c1
  3, 1
- CC(=O)c1ccc(NC2OC(C)C(O)C(O)C2O)cc1 (stereo not given)
  -21, 10
- CC(=O)Nc1cc(-c2cccc(C(=O)N(C)C)c2)cn2c(-c3cccc(C(F)(F)F)c3)cnc12
  15, -3
- COC(=O)c1ccc(Cl)cc1NC(=O)/C=C/c1ccc(C)o1
  -10, 7
- Cn1nc(-c2ccccc2)c(C(O)c2ccccc2C(F)(F)F)c1Cl (stereo not given)
  -14, 6
- COCc1nnc(NC(=O)CCCOc2ccccc2)s1
  0, 3
- Cc1ccc(-c2c3c(nc4sc(C(N)=O)c(N)c24)CCC3)cc1
  -12, 0
- COc1cc(COCC(O)CN2CCN(Cc3ccc4c(c3)OCO4)CC2)cc(OC)c1OC (stereo not given)
  2, -2
- CNc1ccccc1NC(=O)CCn1c(=S)oc2ccccc21
  0, -3
- CCOC(=O)N1CCN(C(=O)CCNS(=O)(=O)c2ccc(C)c(C)c2)CC1
  -12, -5
- O=C(O)c1cccc(-n2c(O)c(C=C3N=c4ccccc4=N3)sc2=S)c1
  0, 3
- Cc1cccc(C)c1N1CCc2cn[nH]c21
  -7, 9
- CCn1c(Cc2cccc3ccccc23)nnc1SCC(=O)Nc1nccs1
  -3, -4
- CCN(CC)C(=O)CSC1=Nc2ccccc2C2=NC(c3ccccc3)C(=O)N12 (stereo not given)
  9, -7
- CCc1ccc(C(=O)C(C)OC(=O)CN2C(=O)NC3(CCCC3)C2=O)cc1 (stereo not given)
  2, -3
- COc1ccccc1NC(=S)NC12CN3CN(CN(C3)C1)C2
  10, 1
- Cc1cccc(C(=O)NCC(=O)OCc2nnc(-c3ccccc3)o2)c1
  3, 3
- O=C(C1COc2ccccc2O1)N1CCc2ccccc2C1 (stereo not given)
  -5, -11
- CCN1C(=O)[C@H]2[C@@H](c3ccc(-c4ccc(Cl)c(Cl)c4)cc3)N[C@@](C)(C(=O)OC)[C@H]2C1=O
  27, -15
- COc1ccccc1CNC(=O)COc1ccccc1C(=O)c1cnn(-c2ccccc2)c1
  -28, -2
- CC(=O)c1ccc(S(=O)(=O)NCCOc2ccccc2)cc1
  -9, 8
- O=C(Nc1cccc(S(=O)(=O)NC2=NCCC2)c1)c1cc(-c2ccccn2)nc2ccccc12
  5, -2
- CC(=O)Nc1cccc(-c2cccc3nccn23)c1
  24, -8
- CCC1(c2ccccc2)NC(=O)N(CC(=O)N(C)CC(=O)Nc2c(C)cccc2C)C1=O (stereo not given)
  -3, 6
- COc1ccc2oc(C(=O)OCC(=O)Nc3cc(S(=O)(=O)N4CCOCC4)ccc3C)c(C)c2c1
  -5, 14
- CC(=O)NC(c1ccccc1)c1nc(-c2ccccc2)cs1 (stereo not given)
  7, 1
- CCCN(CCC)C(=O)Cc1ccc(F)cc1
  -5, 9
- CCc1nnc(NC(=O)c2ccc(N3C(=O)CCC3=O)cc2)s1
  -9, -2
- Cc1cccc(C)c1-n1nnnc1-c1cnccc1C(F)(F)F
  -12, 1
- CCCOc1ccc(C(=O)Nc2cc(-c3nn4c(C)nnc4s3)ccc2C)cc1
  38, 2
- CCO[C@@H]1OC(C(N)=O)=C[C@H](c2ccc(C(F)(F)F)cc2)[C@H]1CCCO
  -7, -9
- O=c1c2ccccc2c(=O)n(-c2ccccc2)n1CCCCBr
  8, 0
- COc1ccc(OC)c2c1C(=O)CC2C (stereo not given)
  4, -2
- COc1cccc(CN(C)C(=O)CSCC(=O)Nc2ccc(C)cc2)c1OC
  5, 1

The list continues.
Order of values: H9c2 TAG inh, H9c2 TAG inh DAPI viability
- COCC(C)N=C1NN=C(c2cccs2)C(CC(=O)O)S1 (stereo not given)
  2, -1
- COC(=O)c1cc(C(=O)OC)n(Cc2ccc(F)cc2)c1C
  18, 1
- O=C(NNc1c2ccccc2nc2ccccc12)c1ccc(O)cc1
  8, 4
- CCOC(=O)C1=C(N)N(c2ccccc2)C(=O)C1
  -2, 0
- CCOc1ccc(C(=O)NCCc2ccc3c(c2)OCCO3)cc1
  -12, 5
- O=C(CCNC(=O)C1CCN(S(=O)(=O)c2ccc(F)cc2)CC1)NCc1ccccn1
  -11, 3
- C[C@H](CO)N1C[C@H](C)[C@H](CN(C)C)Oc2ccc(NS(=O)(=O)c3ccc(F)cc3)cc2CC1=O
  7, -9
- CC(C(=O)Nc1cccc(S(=O)(=O)N2CCOCC2)c1)N1CCN(C/C=C/c2ccccc2)CC1 (stereo not given)
  10, -7
- O=C(NNC(=O)c1ccccc1[N+](=O)[O-])c1ccco1
  -2, -4
- CC(=O)N1CCN(CC(=O)Nc2cc([N+](=O)[O-])ccc2Cl)CC1
  -14, -1
- O=C(NCCc1ccc(Cl)cc1)C1CCCN(S(=O)(=O)c2cnc[nH]2)C1 (stereo not given)
  15, -8
- O=C(N/N=C1\CC(c2ccccc2)Oc2ccccc21)c1cccnc1 (stereo not given)
  3, 1
- Cc1ccc(Oc2ccc(NC(=O)C3=CC=CN4CCS(=O)(=O)N=C34)cc2)cc1
  21, -3
- CCn1c(=O)cc(OCC(=O)N(C)c2ccccc2F)c2ccccc21
  -6, -5
- CN(CC(=O)Nc1cccc(F)c1)C(=O)c1ccc(N2CCCC2)c([N+](=O)[O-])c1
  -1, -8
- CCOc1ccc(/C=C/C(=O)NCc2ccccc2)cc1
  -2, 0
- O=C(Nc1cccc(C(F)(F)F)c1)C1CCN(S(=O)(=O)c2cnc[nH]2)CC1
  17, -9
- COc1ccccc1C(=O)Nc1ccnn1C1CCN(CCC(C)c2ccc(C)o2)CC1 (stereo not given)
  2, 4
- O=C(CN1CCc2ccccc2C1)Nc1ccc(Br)cc1
  -29, 11
- Cc1ccc(OCCC(=O)OCC(=O)N2CC(=O)Nc3ccccc32)cc1
  -6, 1
- CCOC(=O)c1[nH]cnc1C(=O)Nc1ccc(C)cc1
  2, -2
- O=C(CCCN=C1NS(=O)(=O)c2ccccc21)OCC(=O)c1ccc(Br)cc1
  6, 2
- CCN(CC)Cc1cc(C(C)=O)ccc1O
  15, 3
- O=C1OCCC1Sc1nnc(-c2ccccc2)o1 (stereo not given)
  -8, 3
- CCCNC(=O)NC(=O)c1cnccc1C(F)(F)F
  5, -1
- CCOC(=O)C1CCCN(Cc2nc(CC3CC3)no2)C1 (stereo not given)
  4, -3
- CCOC(=O)c1oc2ccccc2c1COC(=O)CNC(=O)c1ccccc1F
  1, -9

Three entries already listed, arranged by length of the SMILES, low to high.
Order of values: H9c2 TAG inh, H9c2 TAG inh DAPI viability
- O=C1OCCC1Sc1nnc(-c2ccccc2)o1 (stereo not given)
  -8, 3
- O=C(NNc1c2ccccc2nc2ccccc12)c1ccc(O)cc1
  8, 4
- O=C(NNC(=O)c1ccccc1[N+](=O)[O-])c1ccco1
  -2, -4

These rows are one share of the data, so the mix of outcomes need not match the whole.
